# Hep lipid drop – hepatic lipid droplet formation modulation | AML12 mouse hepatocytes, oleate lipid droplets, BODIPY imaging | inhibition, % at 6.5 µM | actives 0.4% (n = 240,000) | AID 1656;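 active = lipid droplet intensity inhibited by at least 50%, with more than 500 cells counted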
#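 Material – AML12 mouse liver cells · Also added – oleate loading, 100 µM · Compound dosing – 6.5 µM single-point dosing · Times – overnight treatment with compound plus oleate · Measured by – fluorescence imaging, 20x objective, two fields per well · Read-out – percent inhibition of filter-corrected integrated lipid droplet intensity per well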
# HEK293 NOD2/NF-kB – NOD2 signaling inhibitors, cell-based, luminescence, uHTS, HEK293 (AID 1566) | actives 0.63% (n = 290,000) | inhibition, % at 4 µM, or EC50 in µM where a hit was titrated | HEK293 NOD2/NF-kB luciferase reporter, luminescence; higher % means a stronger effect; in the data active = inhibition above about 50%; also: many of its hits are not listed in these tables
# Hep lipid drop cells 6.5 µM – recorded beside Hep lipid drop, whose call it bears; cell count; measured here: cell count, cytotoxicity flag;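 cells counted across two imaged fields per well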
# Numbers without * were called inactive. An excerpt (hit frequency here may not be typical).
compound	Hep lipid drop	Hep lipid drop cells 6.5 µM	HEK293 NOD2/NF-kB
CCCc1cc(CN(C)C(=O)CC2C(=O)NCCN2Cc2ccccc2C)[nH]n1 (configuration not stated)	39.5	801	10.4%
COc1cccc(/C=C/c2onc(C)c2S(=O)(=O)N2CCC(C(=O)NC3CCCCCC3)CC2)c1	-6.8	729	-54.4%
NC(=O)c1nsc(C(=O)N(c2ccc(F)cc2)C(C(=O)NCC2CCCO2)c2ccc3ncccc3c2)c1N (configuration not stated)	-8.3	769	11.1%
COc1ccc(C(=O)Nc2nnc(S(=O)(=O)N3CCCCCC3)s2)cc1OC	38.2	741	15.9%
Cc1ccc2oc(C(=O)NC3CCS(=O)(=O)C3)cc(=O)c2c1 (configuration not stated)	-0.3	770	-5.0%
CC#CC(=O)N1CCCC(C(=O)c2ccc(SC)cc2)C1 (configuration not stated)	-14.9	760	3.1%
COc1ccc(S(=O)(=O)Nc2ccccc2C(=O)N2CCCCC2)cc1C	-45.2	695	8.9%
CSCC[C@H](NC(=O)COc1cc2c(c3oc(=O)c(C)c(C)c13)CCC(C)(C)O2)C(=O)O	2.1	807	13.9%
COc1ccccc1-n1cc(-c2ccccc2)[nH]c1=S	-0.9	844	-11.4%
COc1ccc(C(=O)NC(=S)Nc2ccc(S(=O)(=O)Nc3cc(OC)nc(OC)n3)cc2)cc1	-15.7	749	9.3%
COc1ccccc1CN(C)C(=O)C(c1ccccc1)c1ccccc1	-18.3	780	-8.2%
CCc1ccc(NC(=O)CCNC(=O)Cn2cnc3ccccc3c2=O)cc1	-3.8	801	2.3%
CC(=O)c1sc(NC(=O)c2cccs2)nc1C	-1.3	403	-34.6%
NC(=O)c1ccc[n+](CC(=O)c2ccc(Cl)c(Cl)c2)c1	5.1	810	-9.7%
COC(=O)c1ccc(NC(=O)CCc2nnc3ccc(N4CCC5(CC4)OCCO5)nn23)cc1	-5.3	742	5.0%
COCCNC(=O)c1ccc(N2CC3CC(C2)c2cccc(=O)n2C3)c(NC(=O)c2ccc(F)cc2)c1 (configuration not stated)	2.2	743	-2.2%
Cc1ccc(F)cc1CNC(=O)C1CCC(=O)N(C2CC2)C1 (configuration not stated)	-21.3	545	-6.3%
Cc1nonc1C1CCCN1C(=O)c1cc(COc2cccc(C(F)(F)F)c2)on1 (configuration not stated)	-12.6	678	11.0%
COc1ccccc1N(CC(=O)Nc1ccccc1C(=O)N1CCOCC1)S(C)(=O)=O	-6.9	784	-13.5%
O=C(Nc1ccccc1C(=O)O)c1cccc(N2C(=O)c3ccccc3C2=O)c1	3.4	788	-2.0%

# 5 compounds picked at random from those above:
compound	Hep lipid drop	Hep lipid drop cells 6.5 µM	HEK293 NOD2/NF-kB
Cc1ccc(F)cc1CNC(=O)C1CCC(=O)N(C2CC2)C1 (configuration not stated)	-21.3	545	-6.3%
CC(=O)c1sc(NC(=O)c2cccs2)nc1C	-1.3	403	-34.6%
COc1ccccc1CN(C)C(=O)C(c1ccccc1)c1ccccc1	-18.3	780	-8.2%
NC(=O)c1ccc[n+](CC(=O)c2ccc(Cl)c(Cl)c2)c1	5.1	810	-9.7%
O=C(Nc1ccccc1C(=O)O)c1cccc(N2C(=O)c3ccccc3C2=O)c1	3.4	788	-2.0%

# Going on with the list.
compound	Hep lipid drop	Hep lipid drop cells 6.5 µM	HEK293 NOD2/NF-kB
CCCc1ccc2oc(C(=O)N3CCC(COC)C3)c(C)c2c1 (configuration not stated)	-6.6	826	-7.4%
CC1CN(C(=O)COC(=O)c2cc(S(N)(=O)=O)c(Cl)cc2Cl)CC(C)O1 (configuration not stated)	-11.3	775	4.3%
O=C(COc1ccc2ccccc2c1)N[C@@H](C(=O)O)c1ccc(O)cc1	1.5	701	-1.5%
CCN(CC)CCC(O)(c1ccccc1)C1CCCCC1 (configuration not stated)	-4.5	780	22.0%
O=CN1CCN(C(=O)C(=O)c2cn(CC(=O)N3CCCCC3)c3ccccc23)CC1	-0.9	884	-9.2%
CCOc1ccccc1CNC(=O)c1ccc2nc(N3CCOCC3)sc2c1	-46.4	677	12.8%
O=C(CSc1nnc(-c2ccncc2)o1)Nc1ccccc1C(F)(F)F	9.2	588	7.8%
Cc1ccc(-c2c(C(=O)N/N=C/c3ccoc3)nnn2-c2nonc2N)cc1	-23.4	694	0.0%
O=C(CCNC(=O)c1ccc(Br)cc1)Nc1ncccc1O	24.0	723	11.1%
COc1ccc(C)cc1NC(=O)Nc1ccncc1	27.6	701	14.2%
CCOc1ccc(C(=O)N2CCN(c3ccccn3)CC2)cc1OCC	-2.5	835	-3.0%
CC(CCc1ccccc1)NS(=O)(=O)c1ccccc1F (configuration not stated)	-8.6	758	7.0%
CCOc1ccc(OCC(=O)Nc2c3c(nn2C(C)(C)C)CS(=O)(=O)C3)cc1	8.6	839	3.8%
CCc1nnc(NS(=O)(=O)c2ccc(NCc3ccccc3O)cc2)s1	4.7	807	12.7%
COc1ccccc1OCCNC(=O)c1ccco1	-11.7	683	-5.0%
O=C(Nc1cccc([N+](=O)[O-])c1)C1C2CCCCC21 (configuration not stated)	1.1	820	3.2%
COc1ccc(C(=O)Nc2ccccc2C(=O)NCC2CCCO2)cc1 (configuration not stated)	-13.3	844	-1.4%
C=CCN1C(=O)c2ccccc2NC1c1cc(Br)cs1 (configuration not stated)	12.8	819	5.1%
CC(Oc1ccc2c3c(c(=O)oc2c1)CCCC3)C(=O)NC1CC(C)(C)NC(C)(C)C1 (configuration not stated)	-4.9	691	-3.3%
N#Cc1cccnc1N1CCN(C(=O)c2cccs2)CC1	3.9	668	-13.8%
CCOc1ccccc1CNC(=O)C(C)n1nc(C)c2c(C)n(-c3ccccc3)nc2c1=O (configuration not stated)	24.4	672	30.6%
COc1ccc(NC(=O)c2cccs2)cc1C(=O)N1CCN(c2ccccc2)CC1	-7.6	673	12.3%
COc1ccccc1NC(=O)COC(=O)c1oc2ccccc2c1C	4.0	832	31.0%
CC(C)CN(C(=O)COC(=O)CCCc1c[nH]c2ccccc12)c1c(N)n(Cc2ccccc2)c(=O)[nH]c1=O	15.8	819	-1.4%
COc1cc(/C=N/n2c(C3CCCCC3)n[nH]c2=S)ccc1O	-3.7	812	-43.2%
O=C(Cc1ccccc1)NC1CCN(C(=O)c2ccc([N+](=O)[O-])cc2)CC1	-1.0	691	-8.8%
O=C(NC1CCN(C(=S)Nc2ccccc2)CC1)C1CCCCC1	-1.3	850	-5.1%
C[C@H](NC(=O)Cc1ccccc1)C(=O)N1CCC2(CC1)NCCc1[nH]cnc12	-3.4	723	-6.3%
COC(=O)C1CCN(C(=O)c2ccc3nccnc3c2)CC1	-4.8	609	-2.2%
COc1ccc(N2C(=O)CC(Cc3ccc(Br)cc3)C2=O)cc1 (configuration not stated)	-22.9	793	-1.7%
COc1ccc(/C=N/NC2=NS(=O)(=O)c3ccccc32)cc1	-18.6	677	-4.9%
CC(=O)c1cn(CC(=O)Nc2ccccc2Cl)c2ccccc12	-3.7	797	47.5%
Cc1ccccc1C(=O)N/N=C/c1cccc2ccccc12	-17.9	841	-40.1%
CCN(CC)S(=O)(=O)c1cccc(C(=O)NNC(=O)C2=NN(c3ccccc3)C(=O)CC2)c1	-10.2	776	10.9%
COc1ccc(N2CCN(C(=O)c3ccc(CNS(=O)(=O)c4cccc(OC)c4)cc3)CC2)cc1	8.5	699	10.5%
O=C(CCCn1cncn1)N1CCCC(N2CCN(c3ccc(F)cc3)CC2)C1 (configuration not stated)	-8.2	634	-0.5%
S=c1nc2ccccc2c2nc(-c3ccccc3Br)[nH]n12	-28.1	651	-90.2%
O=C(CCC(=O)N1CCOc2ccccc21)NCCCc1ccccc1	-4.5	720	4.4%
CCOc1ccccc1CN1CCN(C2CCC2)CC1CCO (configuration not stated)	3.1	819	15.1%
O=C(NC1CCCC1)C(c1cccnc1)N(Cc1ccc(F)cc1)C(=O)c1csnn1 (configuration not stated)	-13.6	820	10.0%

# Going on with the list:
Molecule | Hep lipid drop | Hep lipid drop cells 6.5 µM | HEK293 NOD2/NF-kB
COCCOC1CCN(C(=O)c2ccc(OC)c(OC3CCN(C(C)C)CC3)c2)CC1 | 7.1 | 691 | 13.2%
CCOc1ccc(NC(=O)CN2C(=O)COc3ccc(S(=O)(=O)N4CCCCC4)cc32)cc1 | -20.9 | 751 | -2.9%
Cc1ccc[n+](C(C)C(=O)c2ccc(Cl)cc2)c1 (configuration not stated) | 13.7 | 822 | -4.6%
Cc1ccc(N(C)S(=O)(=O)c2ccc(-c3ccc(=O)[nH]n3)s2)cc1C | -6.2 | 679 | 6.4%
O=C1N[C@@H](Cc2ccccc2)C(=O)N2CCC[C@@H]12 | 2.2 | 858 | 6.4%
COCCCN(Cc1ccco1)C(=O)CSc1nc2ncccc2[nH]1 | -12.7 | 718 | -4.6%
COc1cc2c(cc1OC)CN(S(=O)(=O)c1cccc(F)c1)CC2 | -7.7 | 831 | 2.4%
CCCC(C(=O)NCCC(C)C)N(Cc1ccccc1Cl)C(=O)c1snc(C(N)=O)c1N (configuration not stated) | -26.7 | 842 | -37.0%
Cc1ccc(-c2nc(C#N)c(N3CCC(C(N)=O)CC3)o2)cc1 | -44.8 | 749 | 10.9%
CNS(=O)(=O)c1cc(-c2nnc(Nc3ccc(CC(N)=O)cc3)c3ccccc23)ccc1C | -6.8 | 786 | 6.7%
O=C(CN(C(=O)c1csnn1)c1ccc(F)cc1)NCCc1ccccc1 | -13.0 | 736 | 0.7%
Cc1cc(N)nc(SCC(=O)N2C(C)CCCC2C)n1 (configuration not stated) | -4.8 | 789 | -1.1%
Cc1cccc(-n2ncc3c2CCCC3NC(=O)CN2CCCC2=O)c1C (configuration not stated) | 19.2 | 755 | 17.7%
COc1ccc(CN2CCC(n3nccc3NC(=O)c3ccc4c(c3)OCO4)CC2)cc1C | 6.8 | 641 | -20.1%
CCCCc1nnc(NC(=O)CSCc2cc(=O)n3cc(C)sc3n2)s1 | 9.1 | 767 | 20.0%
CN(C)c1cccc(C(=O)OCC(=O)N(C)c2ccccc2)c1 | 0.2 | 831 | 7.4%
CC(c1ccccc1)n1c(SCC(=O)Nc2ccccc2)n[nH]c1=O (configuration not stated) | 1.5 | 709 | 16.5%
CCCc1nnc(NC(=O)CCC(=O)N2CCC(Cc3ccccc3)CC2)s1 | -7.0 | 695 | -12.0%
CN(C)CCCNC(=S)N(CCN(C)C)Cc1cc2cc3c(cc2[nH]c1=O)OCCO3 | 6.1 | 819 | 18.2%
CC(=O)c1cccc(N(C(=O)CNC(=O)c2ccco2)C(C(=O)NC2CCCC2)c2ccncc2)c1 (configuration not stated) | -6.1 | 800 | 3.2%
CCSc1nnc(N2C(=O)c3ccc(C(=O)c4ccc(C(=O)O)cc4)cc3C2=O)s1 | 2.1 | 850 | 0.7%
CC(NC(=O)c1cc(Br)cs1)C1CCCO1 (configuration not stated) | 8.2 | 788 | 11.3%
COc1ccc(CNC(=S)NCc2ccc(F)cc2)cc1 | -2.0 | 731 | 10.7%
Cc1cccc(C)c1NC(=O)CCCN1C(=O)C(c2ccccc2)Oc2cccnc21 (configuration not stated) | -3.2 | 771 | -7.1%
COCCNC(=S)N1CCN(S(=O)(=O)c2ccc(Cl)s2)CC1 | -0.1 | 660 | 6.9%
CSc1ccccc1OCc1cc(C(=O)N(C)Cc2ccncn2)no1 | -6.5 | 689 | -42.9%
COc1ccc(NC(=O)CSc2n[nH]c(-c3ccncc3)n2)c([N+](=O)[O-])c1 | -41.9 | 711 | 4.8%
COc1cccc(OCC(O)CNC(=O)c2oc3ccc(C)cc3c2C)c1 (configuration not stated) | 13.7 | 821 | 22.6%
CCCCn1c(N)c(N(CC)C(=O)CSCc2c(C)noc2C)c(=O)[nH]c1=O | -1.4 | 814 | 5.6%
COc1ccc(OCc2cc(C(=O)NC3CCOC(C)(C)C3)no2)c2ccccc12 (configuration not stated) | -10.7 | 718 | -34.4%
O=C(/C=C/c1ccco1)N(Cc1ccccc1F)C1CCS(=O)(=O)C1 (configuration not stated) | 0.2 | 712 | 4.6%
O=C(c1ccco1)N(Cc1cccc(Br)c1)C1CCS(=O)(=O)C1 (configuration not stated) | -0.5 | 698 | 5.6%
CCC1CCCCN1S(=O)(=O)c1ccc([N+](=O)[O-])cc1 (configuration not stated) | 12.3 | 838 | 4.8%
Cc1cc(NCc2cccnc2)nc(N)n1 | -5.0 | 854 | 11.6%
O=C(Nc1ccc2c(c1)OCO2)c1cccc(S(=O)(=O)N2CCOCC2)c1 | -5.6 | 681 | 13.0%
COc1ccc(NC(=S)c2ccc3ccccc3n2)cc1 | 6.1 | 771 | -64.1%
COc1ccc(C2c3cc(OC)c(OC)cc3CCN2C(=O)c2ccccc2)cc1OC (configuration not stated) | -1.4 | 790 | -7.0%
CNC(=O)c1cccc(NC(=O)C(C)c2ccc3cc(OC)ccc3c2)c1 (configuration not stated) | 3.7 | 850 | 17.0%
C/C(=N\NC(=O)c1cc(-c2ccc(O)cc2)nc2ccccc12)c1cccnc1 | 0.2 | 838 | 7.1%
CC(=O)c1ccc(Nc2cc(C)nc3ncnn23)cc1 | 13.2 | 810 | 6.5%
CCc1nnc(NS(=O)(=O)c2ccc(NCc3cc(Br)ccc3O)cc2)s1 | -5.0 | 832 | 22.5%
Cc1cccc(C)c1NC(=O)CSc1nc(N2CCOCC2)nc(N2CCOCC2)n1 | -5.9 | 684 | 6.8%
CCOc1ccc(N=Nc2ccc(O)c3ncccc23)cc1 | 0.1 | 893 | -88.5%
O=C(O)C1CC=C(Cl)CC1C(=O)NC1CCCCC1 (configuration not stated) | 9.5 | 859 | 6.7%
Cc1ccc(C(=O)CCS(=O)(=O)c2ccc(Cl)cc2)cc1 | -7.7 | 797 | 4.3%
